MITF inh = inhibitors of human MITF. O75030. AlphaScreen MITF homodimerization, bead proximity signal. inhibition, % at 2.6 µM. 650,000 compounds, 0.91% hits. AID 1259374; in the data active = inhibition above about 50%;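 also: 0% = vehicle wells with protein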
Target sequence (O75030 whole entry, looked up): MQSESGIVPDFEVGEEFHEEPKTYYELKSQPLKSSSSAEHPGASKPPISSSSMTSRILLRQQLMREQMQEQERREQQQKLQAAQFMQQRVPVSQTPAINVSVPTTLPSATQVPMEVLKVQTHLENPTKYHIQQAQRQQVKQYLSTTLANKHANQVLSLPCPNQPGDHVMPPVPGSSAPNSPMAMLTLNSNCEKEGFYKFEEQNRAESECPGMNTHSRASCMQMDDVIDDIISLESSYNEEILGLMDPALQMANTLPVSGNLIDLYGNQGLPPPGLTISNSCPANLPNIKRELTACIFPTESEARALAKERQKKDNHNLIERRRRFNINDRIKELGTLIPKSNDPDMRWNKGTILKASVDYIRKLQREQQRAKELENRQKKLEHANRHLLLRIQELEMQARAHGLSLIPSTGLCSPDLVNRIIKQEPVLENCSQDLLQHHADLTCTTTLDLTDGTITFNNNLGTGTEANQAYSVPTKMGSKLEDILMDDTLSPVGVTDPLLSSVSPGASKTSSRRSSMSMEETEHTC
TEAD-YAP block = TEAD-YAP interaction inhibition; inhibition, % at 9.12 µM; HEK-TIYL cells, TEAD-Gal4/YAP UAS-luciferase luminescence; 640,000 compounds, 1.4% hits; in the data active = inhibition above about 32%;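 also: 0% = median of test compound wells and 100% = reference inhibitor wells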
FBW7 act = human FBW7 E3 ligase activation, primary screen; AlphaScreen FBW7–phospho-cyclin E peptide binding, activator screen; normalized activity (activation), % at 26.1 µM; Q969H0; 650,000 compounds, 0.13% hits; in the data active = normalized activity above about 1.9%;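 also: purified mutant Fbw7 with reduced substrate affinity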
GPR151 ag = activators of human GPR151; activation, % at 11.2 µM; PathHunter beta-arrestin GPR151 cells, luminescence; Q8TDV0; 650,000 compounds, 1% hits; in the data active = activation above about 4.9%;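 also: 0% = median of compound wells and 100% = cells with positive control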
Target sequence (Q8TDV0 whole entry, looked up): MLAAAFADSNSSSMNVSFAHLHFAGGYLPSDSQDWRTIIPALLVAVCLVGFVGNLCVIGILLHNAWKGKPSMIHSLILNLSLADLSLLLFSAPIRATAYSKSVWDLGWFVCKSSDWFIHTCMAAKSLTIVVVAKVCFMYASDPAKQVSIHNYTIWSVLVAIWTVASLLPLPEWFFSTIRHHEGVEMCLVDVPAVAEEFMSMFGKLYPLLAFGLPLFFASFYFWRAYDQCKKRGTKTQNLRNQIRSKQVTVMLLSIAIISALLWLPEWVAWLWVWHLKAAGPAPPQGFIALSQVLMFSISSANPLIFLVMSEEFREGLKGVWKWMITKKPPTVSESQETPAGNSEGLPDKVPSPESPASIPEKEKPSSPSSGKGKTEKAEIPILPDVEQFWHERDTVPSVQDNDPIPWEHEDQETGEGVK
The depositor's hits bear a star. Hits appear at their usual frequency. About 3.4% of those tested had a hit in this group.

SMILES	MITF inh	TEAD-YAP block	FBW7 act	GPR151 ag
CCOc1cc(/C=N/O)ccc1OS(=O)(=O)c1ccc(C)cc1	10	-1	-0.2	1.3
CCOc1cc(N2CCOCC2)c(OCC)cc1NC(=O)C1CC=CCC1C(=O)O (stereo unspecified)	7	10	-0.1	0.0
COC(=O)c1sc2nc(C)[nH]c(=S)c2c1C	12	1	0.2	-0.3
CCOc1cc(C2CC(=O)NC3=C2C(=O)CC(c2ccc(F)cc2)C3)cc([N+](=O)[O-])c1O (stereo unspecified)	-1	2	-0.2	-0.4
O=C(Nc1nnc(-c2ccccc2Cl)o1)c1ccco1	7	-12	-0.6	-1.3
Cc1cc(NC(=O)CSc2ccccc2C(=O)O)no1	9	1	0.0	-0.3
CC1=C(C(=O)Nc2ccccc2)C(c2ccc(Br)cc2)C(C(=O)Nc2ccccc2)=C(C)N1	0	6	-0.2	1.9
CC(Nc1cc(N2CCN(S(=O)(=O)c3ccc4ccccc4c3)CC2)ccc1[N+](=O)[O-])C12CC3CC(CC(C3)C1)C2 (stereo unspecified)	-1	-5	0.1	-0.3
N#Cc1c(Cl)cccc1NC(=O)c1cccc2ccccc12	-11	27	0.2	-0.5
COC(=O)c1ccc(CN2CCC(N(CC3CC3)C(=O)c3cccc(C#N)c3)CC2)cc1	-4	-10	0.1	-0.7
O=C(NCc1ccccc1)c1cnc(Nc2nccc3ccccc23)s1	-7	-17	0.0	4.1
O=C1CCC(CCNCc2ccccc2)N1CCc1ccccc1 (stereo unspecified)	9	5	0.1	0.8
COc1nc(N)c2c(N)nc(N3CCCCC3)c(C#N)c2c1Cc1ccc(C)cc1	-4	4	0.3	2.6
O=C1CSC(c2ccc([N+](=O)[O-])cc2)N1c1ccc(O)cc1 (stereo unspecified)	2	5	-0.1	1.6
Cc1ccc2ncc(NC(=O)c3cccs3)c(=O)n2c1	11	-37	0.5	-2.6
CNC1CCCc2c1n(C)c1ccc(Cl)cc21 (stereo unspecified)	-5	-3	-0.3	0.3
CCOC(=O)C1(CC2CCCCO2)CCN(C(=O)c2cc3c(nc2Cl)CCC3)CC1 (stereo unspecified)	0	2	0.1	-0.2
C/C(=N/NC(=O)CC#N)C1COc2ccccc2O1 (stereo unspecified)	15	12	1.1	0.6
Cc1ccc(-c2csc(/C(C#N)=C/c3ccc([N+](=O)[O-])cc3)n2)c(C)c1	0	-18	0.7	-1.1
COC(=O)c1ccccc1NC(=O)CSC1=NC2(CCCC2)N=C1c1ccccc1	2	2	0.0	2.6
COc1ccc(/C=C2/C(=O)N(c3ccccc3)N=C2C)cc1OC	11	-1	-1.4	1.0
Cc1cc(NC(=O)CSc2nnc(NC(=O)C3CCC3)s2)no1	0	-12	-0.2	-2.4
CCOC(=O)N1CCN(CC(=O)c2c(C)[nH]c3ccccc23)CC1	18	2	0.3	-0.7
COCCNC(=O)CSc1nc2cc3c(cc2c(=O)n1CCCC(=O)NCc1ccc(OC)cc1)OCO3	-4	5	-0.1	1.4
O=C1N/C(=C/c2ccc(O)cc2)C(=O)N1c1cccc(Cl)c1	-11	-13	-0.3	-1.4
COc1cc(C2=NS(=O)(=O)c3ccccc3N2)cc(OC)c1OC	10	2	0.0	-0.7
O=C(Cn1cnc2c(cnn2-c2cccc(Cl)c2)c1=O)N1CCCCCC1	0	2	-0.1	-2.0
N#CC1=C(N)OC2=C(C(=O)CC(c3ccccc3)C2)C1c1ccsc1 (stereo unspecified)	-2	-12	0.0	-0.3
Cc1c(Cl)cccc1N1C(=O)CC(NNC(=O)c2ccc(F)cc2)C1=O (stereo unspecified)	-2	3	-0.1	-0.2
CC(C)(C)C1CCc2c(sc3nc(SCC(=O)c4ccc(Br)cc4)n(-c4ccccc4)c(=O)c23)C1 (stereo unspecified)	-3	-10	-0.1	-1.3
COc1ccc(OCC(=O)NNC(C)=O)cc1	-6	3	-0.1	0.5
O=C1N[C@H](CO)C(=O)N2CCN(C(=O)OCc3ccccc3)C[C@H]12	6	-2	-0.5	2.7
C=CCn1c(=N)n(CC(O)c2ccc(Br)cc2)c2ccccc21 (stereo unspecified)	-5	-1	0.1	-0.3
COc1ccccc1CN1CCN(S(=O)(=O)c2ccc(NC(C)=O)cc2)CC1	-14	4	0.0	-1.1
C=CCNC1CCN(c2ccc(NS(=O)(=O)N(C)C)cc2)CC1	11	-5	0.0	-0.1
O=C(NCCSc1c[nH]c2ccccc12)c1cc2ccccc2oc1=O	4	3	-0.1	1.3
CC(=O)NN1C(=O)c2ccccc2NC1c1cccc([N+](=O)[O-])c1 (stereo unspecified)	-6	5	-0.2	1.1
Cn1ccnc1C1CCCCN1C(=O)CCC1(Cc2ccc(Cl)cc2)CCC(=O)N1 (stereo unspecified)	11	-3	0.2	-0.7
CCN(CC)c1ncnc2c1c(-c1ccccc1)cn2-c1ccccc1	-7	17	0.6	0.1
O=C(Oc1c(Br)cc(Br)c2cccnc12)N1CCCCC1	2	12	-0.1	1.1
CC(=O)Nc1ccc(Nc2nc(Nc3ccncc3)nc3c2ncn3-c2ccsc2)cc1	11	25	0.0	2.2
CCC1CCc2c(sc(NC(=O)c3ccc(OC)cc3)c2C(N)=O)C1 (stereo unspecified)	4	5	-0.1	-0.4
CC(C)c1ccc(NC(=O)c2ccco2)cc1	0	9	-0.1	-4.3
c1cncc(CSc2ccc(-c3cccs3)nn2)c1	17	-31	1.0	-1.3
Cc1ccc2c(c1)NC(=O)C(CC(=O)Nc1cccc(Cl)c1C)O2 (stereo unspecified)	-2	-8	0.0	-0.9
CC(C)C[C@H]1NC(=O)[C@H]2CN(C(=O)c3ccc(C(F)(F)F)cc3)CCN2C1=O	8	3	0.0	1.3
COc1ccccc1N(CC(=O)Nc1ccccc1Cl)S(=O)(=O)c1ccc(C)cc1	-9	-3	-0.1	-1.6
O=C(O)C1NC(c2cc(Br)ccc2O)C2C(=O)N(c3ccc(F)cc3)C(=O)C12 (stereo unspecified)	3	10	0.0	4.0
Cc1ccc(S(N)(=O)=O)c(C)c1N(C)S(=O)(=O)c1ccc(F)cc1	9	11	0.6	-0.2
COc1ccc(S(=O)(=O)NCCC23CC4CC(CC(C4)C2)C3)c2ccccc12	2	1	-0.1	-1.3
(next part)
SMILES	MITF inh	TEAD-YAP block	FBW7 act	GPR151 ag
COc1cccc(CNC(=O)C2(S(=O)(=O)c3ccc(Cl)cc3)CC2)c1	0	1	0.1	-2.1
Cc1cccc(N2NC(=O)/C(=C/c3ccc(Br)c([N+](=O)[O-])c3)C2=O)c1	0	0	0.1	-0.8
CCCn1c(CCC(=O)NCc2ccccc2)nc2cccnc21	-3	3	0.0	0.5
CCN1CCN(C2=C(Cl)C(=O)N(Cc3ccccc3)C2=O)CC1	4	0	-0.1	-0.1
O=C(Nc1ccccc1)c1ccc2c(c1)C(=O)N(c1ccc(Cl)c(Cl)c1)C2=O	2	-8	0.0	-0.7
O=C(COc1ccc(Cl)cc1)Oc1ccc(/C=C/c2ccccn2)cc1	8	-10	0.6	-6.8
Clc1ccc(-n2ncc3c(N(Cc4ccccc4)Cc4ccccc4)ncnc32)cc1	15	-9	0.6	1.1
O=C1COc2cc(S(=O)(=O)CCC(=O)NC3CCCCCCC3)ccc2N1	-5	8	-0.2	0.3
Cc1ccccc1NC(=O)[C@@H](NS(=O)(=O)c1ccc2c(c1)OCCO2)C(C)C	15	-7	0.1	-0.8
CONC(=O)c1ccc(C(=O)c2cc(OC)ccc2OC)cc1	7	36*	-0.1	3.2

Another view of part of the listing above:
Cc1ccc(S(N)(=O)=O)c(C)c1N(C)S(=O)(=O)c1ccc(F)cc1
  MITF inh: 9
  TEAD-YAP block: 11
  FBW7 act: 0.6
  GPR151 ag: -0.2

COc1ccc(S(=O)(=O)NCCC23CC4CC(CC(C4)C2)C3)c2ccccc12
  MITF inh: 2
  TEAD-YAP block: 1
  FBW7 act: -0.1
  GPR151 ag: -1.3

COc1cccc(CNC(=O)C2(S(=O)(=O)c3ccc(Cl)cc3)CC2)c1
  MITF inh: 0
  TEAD-YAP block: 1
  FBW7 act: 0.1
  GPR151 ag: -2.1

Cc1cccc(N2NC(=O)/C(=C/c3ccc(Br)c([N+](=O)[O-])c3)C2=O)c1
  MITF inh: 0
  TEAD-YAP block: 0
  FBW7 act: 0.1
  GPR151 ag: -0.8

Next compounds.
SMILES	MITF inh	TEAD-YAP block	FBW7 act	GPR151 ag
CCC1CCCCN1C(=O)c1cc2c(ccc3ccccc32)oc1=O (stereo unspecified)	9	-6	0.2	0.5
CCN(CCC(=O)Nc1ccccc1F)Cc1ccccc1	1	5	0.2	2.6
COc1ccc(OC)c(C2CC(c3ccc(Br)cc3)=NN2C(C)=O)c1 (stereo unspecified)	6	7	-0.2	0.6
O=C1NC2(CS1)Oc1ccc(Br)cc1C1CC(c3ccccc3)=NN12 (stereo unspecified)	-1	2	-0.1	0.9
O=C(NNc1ncnc2ccccc12)C(O)(c1ccccc1)c1ccccc1	13	-6	-0.1	1.0
CN1CCC(NC(=O)Cc2c(F)cccc2Cl)CC1	-6	-6	-0.1	0.9
CCCCCC(=O)NC(Cc1ccc(O)c([N+](=O)[O-])c1)C(=O)O (stereo unspecified)	11	9	0.4	-0.6
CCOc1ccc(C(=O)N(C(=O)c2ccc(OCC)cc2)c2ncccc2C)cc1	2	-11	0.2	-0.8
COc1ccccc1Cn1ccn(Cc2cccc(C)c2)c(=O)c1=O	1	1	-0.2	2.2
O=C(COc1ccc(Cl)cc1Br)NCc1ccc2c(c1)OCO2	16	-4	1.1	-0.4

Taken from above:
O=C1NC2(CS1)Oc1ccc(Br)cc1C1CC(c3ccccc3)=NN12 (stereo unspecified) – TEAD-YAP block: 2
CCCCCC(=O)NC(Cc1ccc(O)c([N+](=O)[O-])c1)C(=O)O (stereo unspecified) – FBW7 act: 0.4

Next entries:
SMILES	MITF inh	TEAD-YAP block	FBW7 act	GPR151 ag
CN1CCN(CCOCCOc2cccc(C(C)(C)C)c2)CC1	11	1	0.1	2.5
Cn1c(N)c(C(=O)CSc2ncnc3nc[nH]c23)c(=O)n(C)c1=O	11	8	0.0	-0.9
CCOc1ccc(C(=O)Nc2ccc(NC(=O)c3ccc(C(C)(C)C)cc3)cc2)cc1Br	4	5	0.0	-1.1
Cc1ccc(N2C(=O)C3C4C=CC(C5CC45)C3C2=O)cc1[N+](=O)[O-] (stereo unspecified)	7	1	-2.1	0.0
CN1CCc2cc(C(CNC(=O)COc3ccccc3)N3CCOCC3)ccc21 (stereo unspecified)	-1	0	0.1	0.4
CC(C)c1ccc(NC(=O)C(=O)NC2CC(C)(C)NC(C)(C)C2)cc1	5	6	0.1	-0.2
Brc1ccc(Oc2ccc(Oc3ccc(Br)cc3)cc2)cc1	-1	3	0.1	-0.1
C/C(CC(=O)Nc1ccc(Nc2ccccc2)cc1)=N\NC(=O)c1ccccc1C	-32	-30	0.0	0.4
CCCCNc1nc(CC(C)=O)ns1	7	7	-0.1	-0.8
O=C1CCCC2=C1C(c1cccs1)c1c([nH]c(=O)[nH]c1=O)N2 (stereo unspecified)	5	11	0.1	1.0

Whole records from above. Order of screens: MITF inh	TEAD-YAP block	FBW7 act	GPR151 ag
Profile of `CCCCNc1nc(CC(C)=O)ns1` → 7	7	-0.1	-0.8
Profile of `CCOc1ccc(C(=O)Nc2ccc(NC(=O)c3ccc(C(C)(C)C)cc3)cc2)cc1Br` → 4	5	0.0	-1.1
Profile of `CC(C)c1ccc(NC(=O)C(=O)NC2CC(C)(C)NC(C)(C)C2)cc1` → 5	6	0.1	-0.2
Profile of `O=C1CCCC2=C1C(c1cccs1)c1c([nH]c(=O)[nH]c1=O)N2` (stereo unspecified) → 5	11	0.1	1.0

(cont.)
SMILES	MITF inh	TEAD-YAP block	FBW7 act	GPR151 ag
COc1ccc(N(CC(=O)Nc2ccc(NC(C)=O)cc2)S(C)(=O)=O)cc1OC	-16	1	-0.2	0.0
Cc1cc(C)c(C2=NON3N(C(=O)c4ccc(Cl)cc4)c4ccccc4N23)c(C)c1	-1	-2	0.0	0.3
Cc1cn2c(=O)c(C(=O)NC(C)c3ccccc3)cnc2s1 (stereo unspecified)	8	6	0.0	0.9
CC1CCN(C(=O)C2CCN(S(=O)(=O)c3ccc4c(c3)oc(=O)n4C)CC2)CC1	-5	-2	-0.1	0.4
COc1ccc(-c2nc3cnccn3c2NC2CCCC2)cc1CN1CCOCC1	7	-6	0.0	1.6
CCOc1ccc2c(c1)-c1c(ssc1=S)C(C)(C)N2C(=O)C(F)(F)F	11	1	-1.2	0.2
O=C(O)COc1ccc(/C=C2\SC(=O)N(Cc3ccccc3Cl)C2=O)cc1	-5	1	0.1	3.9
CN(C)c1nc(OCCO)nc(N(C)C)n1	-9	-9	-0.2	1.2
O=C(c1cccc2c1-c1ccccc1/C2=N/O)N1CCOCC1	13	4	0.5	1.1
COc1cc2nc(-c3cc(OC)c(OC)c(OC)c3)oc(=O)c2cc1OC	2	-2	-0.1	-0.7
c1cc2c(cc1CN1CCCCC1)OCO2	1	0	-0.1	0.9
Cc1cc(-c2cc(C(=O)NN3CCOCC3)c3cc(Cl)ccc3n2)c(C)s1	-12	3	0.0	-1.6
Cc1cc(C)c(CSc2nnnn2-c2ccc(C(N)=O)cc2)c(C)c1	19	61*	0.5	-1.7
COc1ccc(NC(=S)N(Cc2cccnc2)Cc2ccco2)cc1	7	0	0.0	0.9
N#C/C(=C\c1ccc(-c2ccc([N+](=O)[O-])cc2)o1)C(N)=S	20	13	-0.3	-0.8
Cn1c(NCCCCO)nc2c1c(=O)n(Cc1ccc(Cl)cc1)c(=O)n2C	3	5	0.0	0.5
O=C(COc1ccc(Br)cc1)NN=C1CCCC1	-5	1	0.1	-0.5
O=C(NCCSSCCNC(=O)c1cccnc1)c1cccnc1	-7	1	-0.2	2.1
